Assay outcomes deposited in PubChem by National Center for Advancing Translational Sciences (NCATS).
RGS12 GoLoco inh: blocks human Gai1 binding to RGS12 GoLoco peptide, red readout. actives 0.44% (n = 230,000). P63096. Potency, µM (doses to about 61.6 µM), for inactives: at the highest dose activity, negative = inhibition, usual class: inhibitors. Gai1:RGS12 GoLoco peptide FP, rhodamine, 10 min; active means well fitted inhibition curve with a large enough effect, not every such curve was filed as active; inactive means no such curve, though single readings can be large or run the other way; further: on the % scale 0 is the no-effect control and ±100 the full control effect; nearly all actives have a fitted effect of over 30% in size; many of its hits are not listed in these tables
JMJD2E inh: JMJD2E (human) inhibition. JMJD2E catalytic domain, FDH-coupled NADH fluorescence (FDH is formaldehyde dehydrogenase). Potency, µM (highest dose often 57.1 µM), inactives show top-dose activity change, negative = inhibition, usual class: inhibitors. actives 1.6% (n = 230,000). AID 2147; active means well fitted inhibition curve with a large enough effect, not every such curve was filed as active; inconclusive means small, poorly fitted or top-dose-only effect, or another doubt; inactive means no such curve, though single readings can be large or run the other way;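 further: 0% = wells with enzyme and -100% = buffer wells without enzyme; nearly all actives have a fitted effect of over 50% in size; many of its hits are not listed in these tables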
Target sequence (B2RXH2 1-337 limits assumed): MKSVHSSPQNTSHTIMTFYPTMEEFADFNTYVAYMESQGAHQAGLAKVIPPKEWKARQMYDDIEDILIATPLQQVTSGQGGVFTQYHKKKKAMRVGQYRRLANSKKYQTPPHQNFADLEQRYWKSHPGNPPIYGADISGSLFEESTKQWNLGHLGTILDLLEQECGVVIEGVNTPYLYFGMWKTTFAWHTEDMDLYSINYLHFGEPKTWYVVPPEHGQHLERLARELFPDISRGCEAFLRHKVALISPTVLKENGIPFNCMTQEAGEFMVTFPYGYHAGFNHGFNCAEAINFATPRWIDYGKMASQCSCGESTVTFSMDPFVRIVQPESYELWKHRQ
TRb-SRC2 inh: disrupts binding of human TR beta to SRC2 | TRbeta-SRC2 peptide binding, fluorescence polarization; receptor liganded with 1 µM T3 | Potency, µM (doses to about 106 µM), inactives show at the top dose activity change, negative = inhibition, hits mostly inhibitors | actives 0.065% (n = 280,000);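 further: plate controls were bound peptide for no effect and peptide without receptor for full effect; nearly all actives have a fitted effect of over 50% in size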
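Compounds were added to 0.6 uM TRb ligand-binding domain and 20 nM Texas Red-labeled SRC2 peptide in Tris buffer containing 1 uM T3, incubated 5 hr at ambient temperature, then read by fluorescence polarization.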
Lamin A splicing: changes lamin A minigene splicing in HeLa cells; HeLa LMNA splicing GFP/RFP minigene ratio, 48 h; Potency, µM (highest dose often 46.1 µM), inactives show at the highest dose ratio change, negative = inhibition, usual class: inhibitors; actives 0.01% (n = 200,000); active means well fitted inhibition curve with a large enough effect in the signal ratio, with a control signal flat, not every such curve was filed as active; inconclusive means small, poorly fitted or top-dose-only effect, or effect the other way, or a change in a side signal; the % refers to the signal ratio; further: on the % scale 0 is the no-effect control and ±100 the full control effect
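Read-out is the ratio of GFP to DsRed2 object intensity, acquired by 488 nm laser-scanning cytometry on HeLa lamin A-EGFP minigene reporter cells. Compound incubation 48 hrs at 37 °C in Opti-MEM with 2% FBS; DMSO 0.5% final.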
RECQ1 inh: RECQ1 (human) helicase inhibition; P46063; RECQ1 DNA unwinding, red fluorescence kinetic read; Potency, µM (doses to about 57.3 µM), inactives show at the top dose activity, negative = inhibition, usual class: inhibitors; actives 0.54% (n = 240,000); AID 2549;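 further: plate controls were vehicle for no effect and no enzyme for full effect; nearly all actives have a fitted effect of over 30% in size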
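50 nM RECQ1T1 preincubated 15 min with compound in Tris pH 8.0 buffer with MgCl2, DTT, Tween-20 and 2.5 ug/ml poly(dI-dC); started with 200 nM TAMRA/BHQ-2 forked duplex and 2 mM ATP. Unwinding read as fluorescence (525/598 nm), two reads 2 h apart.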
ALDH1A1 inh: ALDH1A1 (human) enzyme inhibition; P00352; Purified ALDH1A1, NADH fluorescence, propionaldehyde substrate; Potency, µM (highest dose often 75.3 µM), without a hit: top-dose activity, negative = inhibition, usual class: inhibitors; actives 7.3% (n = 220,000); active means well fitted inhibition curve with a large enough effect, not every such curve was filed as active; inconclusive means small, poorly fitted or top-dose-only effect, or another doubt; inactive means no such curve, though single readings can be large or run the other way;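 further: plate controls were no enzyme wells and a reference inhibitor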
Target sequence (P00352 whole entry, looked up): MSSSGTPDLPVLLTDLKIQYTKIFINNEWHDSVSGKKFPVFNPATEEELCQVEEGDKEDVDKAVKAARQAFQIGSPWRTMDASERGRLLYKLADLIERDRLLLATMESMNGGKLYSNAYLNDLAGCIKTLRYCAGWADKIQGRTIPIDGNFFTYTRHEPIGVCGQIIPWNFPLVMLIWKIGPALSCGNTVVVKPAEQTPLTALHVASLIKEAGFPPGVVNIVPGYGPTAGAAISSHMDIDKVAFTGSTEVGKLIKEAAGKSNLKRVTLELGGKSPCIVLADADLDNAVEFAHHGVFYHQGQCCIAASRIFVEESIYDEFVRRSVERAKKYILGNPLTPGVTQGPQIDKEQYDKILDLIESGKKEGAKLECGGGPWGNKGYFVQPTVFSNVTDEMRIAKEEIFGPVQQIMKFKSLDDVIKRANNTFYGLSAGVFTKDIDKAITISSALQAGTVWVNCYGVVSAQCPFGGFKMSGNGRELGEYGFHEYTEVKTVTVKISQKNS
SMN2 splice enh: SMN2 splice variant enhancement | HEK293 SMN2-luciferase splicing reporter, luminescence, 30-36 h | Potency, µM (series often up to 46.1 µM), without a hit: at the highest dose activity change, positive = activation, most hits filed as activators | actives 2.8% (n = 210,000) | AID 1458; further: % of control where 0% means no effect; nearly all actives have a fitted effect of over 55% in size
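HEK293 cells carry an SMN2 minigene-luciferase reporter in which exon 7 inclusion puts luciferase in frame. Cells were seeded at 2000 cells/well, attached for 10-12 hours, then exposed to compounds for 30-36 hours at 37C before ONE-Glo luminescence.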
TexasRed fluor: alters Texas Red total fluorescence, flagging assay interference; TRb/SRC2 Texas Red total fluorescence interference; Potency, µM (highest dose often 106 µM), for inactives: at the top dose fluorescence change, negative = quenching; actives 0.29% (n = 280,000); AID 1479; active means well fitted curve in either direction with a large enough effect; inconclusive means small, poorly fitted or top-dose-only effect; further: on the % scale 0 is the no-effect control and ±100 the full control effect
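Human TRb ligand-binding domain at 0.6 uM with 20 nM Texas Red SRC2 peptide in Tris buffer containing 1 uM T3 and 5% DMSO, incubated with compound 5 h at ambient temperature. Total fluorescence (555/632 nm) calculated as parallel + 2 × perpendicular.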
* hit, by the source's call; i = inactive; ? = inconclusive; . = not tested or not shown; & = joins results of further samples; [ ] = dose if it differs, or a comment. Unless noted, the call rests on the fitted dose curve; in most records, active means well fitted curve in the direction sought with a large enough effect; inconclusive means small, poorly fitted or top-dose-only effect, or another doubt; inactive means no such curve, though single readings can be large; an effect the other way counts as inactive or inconclusive. Potency means the concentration at half of the fitted maximal effect. This is a subset; count on the stated rates, not on these rows.

SMILES	RGS12 GoLoco inh	JMJD2E inh	TRb-SRC2 inh	Lamin A splicing	RECQ1 inh	ALDH1A1 inh	SMN2 splice enh	TexasRed fluor
CCOC(=O)C1CCN(Cc2cnc(Oc3ccc(Cl)cc3C)s2)CC1	1%	2%	-3%	7%	-4%	-11%	-4%	0%
CCCSc1nc(N)nc(-c2cccs2)c1C#N	1%	-24%	-18%	10%[0.0737 µM]	-12%	?	17%	-4%
Cc1ccc2oc(NC(=O)N3CCOCC3)cc(=O)c2c1	8%	-2%	-8%	4%	i	1%	10%	-1%
O=C(Nc1c(C(=O)O)[nH]c2ccccc12)c1cccc(C(F)(F)F)c1	-9%	6%	0%	.	-1%	.	.	-3%
CCN(CC)CCCNc1cc2n(c(=O)n1)CCc1cc(OC)c(OC)cc1-2	18%	?	-1%	7%	-5%	?	-2%	1%
CCOC(=O)c1c(NC(=O)c2ccc(Br)o2)sc2c1CCCC2	4%	?	-19%	3%	-16%	?	-11%	-1%
CSc1nc(C(=O)N2CCCC(C(=O)c3ccc(Cl)cc3)C2)cs1 (stereo not drawn)	14%	-17%	-6%	6%[46 µM]	6%	-11%	.	-3%
COc1ccc(/C=C2/C(=O)N(Cc3ccccc3)N=C2C)cc1	-14%	?	-11%	1%	4%	?	-5%	3%
O=C(CN1C(=O)C2CC=CCC2C1=O)Nc1nnc(SCc2ccc(F)cc2)s1 (stereo not drawn)	-3%	8%	-21%	13%	i	?	0%	-2%
Cc1cc(C)nc(N/N=C/c2ccc(Cl)cc2)n1	8%	-10%	9%	.	-8%	.	.	1%
N#Cc1cc(C(=O)c2cc(Br)ccc2O)cn(Cc2ccccc2)c1=O	67%[activator]	-23%	-3%	.	-13%	-17%	-64%[inhibitor]	0%
Cc1cc2c(nc1C)CCCCN2C[C@H](C)O/N=C1/[C@H]2O[C@@H]2[C@@H](O)[C@H]2[C@H]1CCn1c(=O)n(-c3ccccc3)c(=O)n12	.	.	2%[11.2 µM]	.	0%[11.5 µM]	-10%[13.5 µM]	.	-9%[11.2 µM]
COCCN(CCOC)c1nc(N)c2c(N)nc3c(c2c1C#N)CC(=O)N3Cc1ccc(Cl)cc1	9%	?	-18%	-13%	5%	?	8%	1%
CCCN1C(=O)/C(=C/c2ccc(OCC(=O)OCC)cc2)NC1=S	-9%	3%	6%	.	-1%	1µM*	-16%	0%
CNC(=O)C(NC(=O)c1ccccc1)=C(C)C	-9%	3%	-4%	.	15%	.	.	2%
c1ccc2c(c1)ccc1nnc(SCc3ccc4c(c3)OCO4)n12	20%	-12%	-6%	1%	-2%	?	-18%	-2%
Cc1ccc(-c2csc(NC(=O)CSc3nc4ccccc4c(=O)n3CCCN(C)C)n2)cc1	10%	?	6%	?	-4%	-1%	-9%	-2%
CCOC(=O)/C=c1\s/c(=C\c2ccc(C(=O)OC)cc2)c(=O)n1CC(=O)Nc1ccccc1	22%	-7%	7%	-5%[46 µM]	i	2%	15%	-1%
O=C(NC(Nc1ncccn1)C(=O)c1ccccc1)c1ccccc1 (stereo not drawn)	.	-6%	13%	-1%	-3%	?	.	1%
Cc1ccc(C)c(OCCCC(C)(C)C(=O)O)c1	6%	-4%	6%	-3%&-8%	23%	-6%	-52%	-2%
COc1ccc(/C=C(/NC(=O)c2ccc([N+](=O)[O-])cc2)C(=O)NC(C)(C)C)cc1	6%	3%	2%	.	0%	-3%	.	-3%
CCn1c2c(c(=N)c3c1CCC3)CCC2	-13%	5%	0%	?	2%	10%	-28%	0%
Cc1[nH]n(CCC#N)c(=O)c1CC(=O)N1CCN(c2ccccc2)CC1	-5%	-10%	-10%	13%	-2%	?	-14%	-1%
Cc1ccc(NCc2nnc(SCC(=O)Nc3nnc(C)s3)n2C)cc1	7%	-5%	-1%	-11%[46 µM]	-2%	-3%	22%	-8%
C#CCOCCOCCOCCNc1nc(N2CCOCC2)nc(N2CCN(C(=O)[C@H]([C@@H](C)CC)n3cc([C@@H](N)CO)nn3)CC2)n1	1%	0%	0%	.	-7%	-5%	.	-2%
O=C(NCCc1csc(-c2cccnc2)n1)c1cccs1	-2%	-7%	0%	-2%	-2%	3%	-1%	-3%
CCC(=O)Nc1ccc(C(=O)CSc2nnc(-c3cccnc3)o2)cc1	19%	4%	5%	-8%	-13%	?	?	0%
COc1cccc(C(=O)O/N=C(\N)c2ccncc2)c1OC	-11%	1%	-2%	-11%	-2%	4%	25%	-2%
Cc1ccc(NC(=O)COC(=O)c2ccc3c(c2)C(=O)N(CCc2ccccc2)C3=O)c(C)c1	3%	2%	-4%	-3%	4%	2%	1%	0%
CCOC(=O)c1nn(-c2ccccc2)c(=O)c(C#N)c1C	-26%	?	-18%	7%	-5%	-1%	4%	2%
CCN(CC(=O)NCCc1ccccc1)S(=O)(=O)c1ccccc1	-4%	-1%	-5%	.	i	35µM*	.	4%
Cn1c(C(=O)N2CCc3ccccc3C2)cc2oc3ccccc3c21	2%	?	7%	?	-11%	-8%	22µM*	-1%
Cc1ccc(S(=O)(=O)N[C@@H](Cc2ccccc2)C(=O)CCl)cc1	64%&-11%&-14%[activator]	-2%&-2%	-14%&-29%&-12%	?	-2%&-8%	0.79µM*	-57%&-36%&-31%[inhibitor]	-3%&1%&-5%
O=C(COC(=O)c1cccc(N2C(=O)c3ccccc3C2=O)c1)Nc1ccccc1	2%	-2%	-4%	-14%	0%	4%	7%	-5%
CCOc1ccc(Br)cc1/C(C)=N\NC1=NCCN1	-1%	-1%	0%	?	-5%	-7%	-54%[inhibitor]	-5%
COc1ccc(Cn2nnc(C(=O)Nc3ccc(F)cc3)c2N)cc1	5%	-13%	2%	11%	-2%	8%	-1%	1%
CCc1n[nH]c(=S)n1/N=C/c1ccc2c(c1)OCO2	-6%	2%	-1%	?	i	?	-11%	3%
C/C(=C/C(=O)O)C(=O)Nc1cccc(C(F)(F)F)c1	-6%	-8%	-2%	4%[9.22 µM]	i	7%	-14%	0%
Fc1ccc(COc2ccc(-c3nnco3)cc2)cc1	-14%	-2%	3%	.	2%	3%	.	-2%
CCc1noc(C)c1C(=O)Nc1nc(-c2ccc(Cl)cc2Cl)c(C)s1	2%	-5%	-1%	1%	i	-14%	-25%	-1%
COC(=O)c1nc(NC(=O)c2ccc(C(C)(C)C)cc2)n[nH]1	6%	8%	6%	.	-10%	4%	-2%	1%
CCOC(=O)c1ccc(N2C(=O)CC(N3CCC(C(=O)OCC)CC3)C2=O)cc1 (stereo not drawn)	-15%	0%	-1%	2%	-9%	13µM*	20%	-4%
O=C(Nc1nccs1)c1cn(-c2ccccc2)nc1-c1ccccc1	0%	-21%	-1%	?	-13%	?	-15%	-1%
CC(NC(=O)COc1ccccc1)C(c1cccs1)N1CCCC1 (stereo not drawn)	15%	8%	1%	14%[46 µM]	i	5%	3%	4%
COc1ccc(-c2[nH]ncc2CN(C)Cc2ccccn2)c(OC)c1	-1%	17%	-4%	.	i	0%	.	-8%
Clc1cnccn1	4%[21.6 µM]	-1%[25.5 µM]	-7%[53 µM]	?	i	9%[20.9 µM]	-12%[20.6 µM]	-6%[53 µM]
O=Cc1cc2ccccc2nc1SCc1ccc(Cl)cc1	8%	-3%	1%	?	-18%	-9%	-34%[inhibitor]	-3%
CCOc1ccc(NC(=O)NCCN2C(C)CCCC2C)cc1 (stereo not drawn)	12%	2%	2%	10%	-5%	12%	4%	-6%
Cc1ccccc1NC1=NC2(CCCC2)N=C(N)N1	0%	1%	-1%	-13%[9.22 µM]	-5%	13%	14%	2%
CCC(=O)N(CCC1(C(C)C)CCOC(C)(C)C1)C(C)c1cccs1 (stereo not drawn)	6%	-1%	0%	.	-11%	.	.	-2%
COc1ccc(Nc2oc(-c3ccccc3Cl)nc2C#N)cc1	5%	?	7%	?	-5%	?	8%	-1%
Cc1ccc(-c2nnn(CC(=O)N(Cc3cccs3)C(C(=O)NCC3CCCO3)c3ccco3)n2)o1 (stereo not drawn)	122%[activator]	-1%	6%	.	-5%	-2%	1%	0%
COc1ccc(N=Cc2sc(O)c3ccccc23)cc1	60%[activator]	?	-1%	7%	-2%	?	2.8µM*	-23%
Cc1cc2oc(=O)cc(CN3CCC(C)CC3)c2c(C)c1Cl	0%	8%	-2%	12%	-2%	?	11%	1%
Cc1ccc(Cn2c(=O)c3cccnc3n(CC(=O)Nc3cccc(C(F)(F)F)c3)c2=O)cc1	252%[activator]	2%	0%&15%	-8%	1%	-4%	-5%&-25%	?
C/C(=N\NC(=O)CCc1c[nH]c2ccccc12)c1cccc([N+](=O)[O-])c1	2%	11%	-1%	-13%	-6%	?	-15%	-1%
CC(C)OC(=O)[C@@H]1C=C[C@H](C)[C@@H](CCCCOCc2ccccc2)O1	0%	-3%	-4%	.	12%	2%	26%	-2%
CCN(CC)CCNC(=O)c1cc(S(C)(=O)=O)ccc1OC	20%	-29%	-3%	?	-14%	2%	-19%	-2%
CCN(C(=O)COC(=O)c1c2c(nc3ccccc13)/C(=C/c1ccccc1)CC(C)C2)C1CCS(=O)(=O)C1 (stereo not drawn)	-10%	?	-1%	?	0%	?	-16%	1%
Cc1cnc(C(=O)Nc2ccc(C)c(S(=O)(=O)N(C)C)c2)cn1	0%	-3%	-17%[53 µM]	?	-3%	?	20%	35µM*[quencher]
Cc1ccc(S(=O)(=O)N2CCC(C(=O)N[C@H](C(=O)NCC3CCCO3)C(C)C)CC2)cc1 (stereo partly drawn)	-7%	10%	-18%	10%	-9%	-3%	7%	5%
Cc1ccc(NC(=O)COC(=O)[C@H](C)NC(N)=O)c(C)c1	5%	1%	-6%	1%[46 µM]	-16%	-3%	8%	-1%
COc1ccc(NC(=O)Cn2nnc(-c3ccc(CN4CCOCC4)cc3)n2)c(OC)c1	2%	-7%	-5%	?	i	7%	-24%	0%
